p53 reactivation – restores transcriptional activity of mutant p53. H1299 p53-A138V BP100-luciferase reporter, luminescence, 24 h. Potency, µM (highest dose often 92.2 µM), inactives show at the top dose activity change, positive = activation, usual class: activators. 320,000 compounds, 0.063% hits; also: potency is read from the fitted curve at half-maximal effect; % of control where 0% means no effect; nearly all actives have a fitted effect of over 45% in size
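p53-null H1299 cells stably carrying temperature-sensitive p53-A138V and a BP100-luciferase reporter were pinned with compounds (4-point, 1:5 series) and held 24 hrs at 37 deg C. Luminescence was read 10 min after detection reagent.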
USP2a block – USP2a (human) protease inhibition. Potency, µM (highest dose often 38.3 µM), for inactives: at the highest dose activity change, negative = inhibition, usual class: inhibitors. O75604. USP2 core, Ub-CHOP2 coupled fluorogenic reporter, 485/531. 330,000 compounds, 0.01% hits;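 also: potency is read from the fitted curve at half-maximal effect; plate controls were DMSO wells for no effect and full inhibition by NEM control for full effect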
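Cell-free coupled assay: 10nM USP2 core preincubated 30min RT with compound in Tris-HCl pH 8.0/CaCl2/CHAPS buffer, then 25nM Ub-CHOP2 and 25nM reporter substrate; fluorescence (Ex 485/Em 531) read after 60min RT, normalized to NEM inhibition, concentration-response curves fitted.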
Eya2 phos inh – blocks the phosphatase activity of human Eya2; Potency, µM (series often up to 76.9 µM), for the others: at the top dose activity, negative = inhibition, actives largely listed as inhibitors; 330,000 compounds, 0.006% hits; recombinant Eya2, OMFP fluorescence dephosphorylation (OMFP is methylfluorescein phosphate); also: potency is read from the fitted curve at half-maximal effect; % is scaled to controls: 0 for no effect and ±100 for the full control effect
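Eya2 protein (added as 0.2 uM solution) was preincubated with compound for 10 min at ambient temperature in 50 mM HEPES pH 7.5, 50 mM NaCl, 5 uM MgCl2, 0.05% BSA, 1 mM DTT. OMFP (added at 50 uM) then reacted 10 min; fluorescence read at 485/525 nm.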
Integrin act MD – activates integrin-mediated alleviation for muscular dystrophy; Potency, µM (series often up to 38.3 µM), inactives show at the top dose activation, most hits filed as activators; 350,000 compounds, 0.064% hits; AID 624291; alpha7betagal myoblasts, beta-gal FDG fluorescence, 48 h;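 also: potency is read from the fitted curve at half-maximal effect; 100% = response of the positive control SU9516; nearly all actives have a fitted effect of over 60% in size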
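Alpha7betagal+/- myoblasts (passage 13) were plated 16-24 hr, then exposed to compounds (1:260 dilution of DMSO stock) for 48 hours at 37C. After MPER lysis, β-galactosidase reporter activity was read as FDG fluorescence (ex 480/em 540) after 30 minutes.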
PTAP TSG101 blk – blocks PTAP/TSG101 interaction to inhibit HIV-1 budding. Fluorescence polarization, FITC-PTAP peptide / Tsg101 binding. Potency, µM (top dose mostly 115 µM), for inactives: top-dose activity change, negative = inhibition, actives largely listed as inhibitors. 340,000 tested, under 10 active; active = well fitted inhibition curve with a large enough effect in the main read-out, with a control signal flat, not every such curve was filed as active; inconclusive = small, poorly fitted or top-dose-only effect, or effect the other way, or a change in a side signal; inactive = no such curve, though single readings can be large or run the other way; also: potency is read from the fitted curve at half-maximal effect; % of control where 0% means no effect
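Compounds were pin-transferred onto Tsg101 binding domain (10 uM final) in HEPES pH 7.5 buffer, then FITC-PTAP peptide was added at 50 nM final. After 20 min at RT, polarization reported peptide displacement across a qHTS concentration series.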
TRPV1 ag – agonists of human vanilloid receptor 1 (TRPV1); Q8NER1; TRPV1-expressing cells, Fluo-8 calcium influx, agonist mode; activation, % at 8.33 µM; 320,000 compounds, 0.19% hits; AID 540275; in the data active = activation above about 80%; inconclusive = between about 30% and that limit; also: 0% is about no effect
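Cells expressing TRPV1 were dye-loaded with Fluo-8 and read kinetically: 10 s baseline, 3 min after compound (agonist portion), then 2 min after EC20 capsaicin (allosteric enhancer portion). Calcium-bound dye fluorescence at 480/520 nm.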
uPA generation – cell surface uPA generation inhibition. cell surface uPA generation assay, qHTS. Potency, µM (highest dose often 38.3 µM), without a hit: top-dose activity change, negative = inhibition, actives largely listed as inhibitors. 330,000 compounds, 0.31% hits; active = well fitted inhibition curve with a large enough effect; inconclusive = small, poorly fitted or top-dose-only effect; inactive = no such curve, though single readings can be large or run the other way; tested in mouse RAW 264.7 cells; also: potency is read from the fitted curve at half-maximal effect; % is scaled to controls: 0 for no effect and ±100 for the full control effect; nearly all actives have a fitted effect of over 55% in size
BRCA1 expr act – activators of BRCA1 expression; MCF7-BRCA1-FFLuc reporter, luminescence, 48 h; response scale: scaled: vehicle 0%, 10 µM genistein 100%; Potency, µM (titrated, usually from 46.1 µM), for the others: at the top dose activation, usual class: activators; 380,000 compounds, 1.1% hits; AID 624202; also: potency is read from the fitted curve at half-maximal effect; nearly all actives have a fitted effect of over 80% in size; some results filed as inactive show a strong effect at the top dose
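MCF7 cells carrying a BRCA1-firefly luciferase reporter (2000 cells/well, phenol-red free MEM) were attached for 2 h at 37 °C, then given compounds for 48 h. Luminescence was read 15 min after luciferase reagent; activity normalized to genistein (10 microM) and DMSO.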
ELG1 genotox – induces genotoxicity in HEK293T cells with luciferase-tagged ELG1 | HEK293T ELG1-luciferase reporter, luminescence, 16 h | Potency, µM (highest dose often 46 µM), for the others: at the top dose activity change, positive = activation, most hits filed as activators | 330,000 compounds, 1.3% hits; also: potency is read from the fitted curve at half-maximal effect; % of control where 0% means no effect; nearly all actives have a fitted effect of over 60% in size
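Cells (2,000/well) expressing the ELG1-luciferase fusion are dosed by pin tool and kept 16 hr at 37 °C, 5% CO2. Signal comes from ONE-Glo luciferase reagent after 30 min at room temperature.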
ASM inhibitor – blocks human secretory acid sphingomyelinase. P17405. placental ASM, HMU-PC fluorogenic substrate, 60 min. Potency, µM (highest dose often 57.5 µM), for inactives: at the top dose activity change, negative = inhibition, actives largely listed as inhibitors. 340,000 compounds, 0.006% hits. AID 504937; also: potency is read from the fitted curve at half-maximal effect
Target sequence (P17405 47-631 limits assumed): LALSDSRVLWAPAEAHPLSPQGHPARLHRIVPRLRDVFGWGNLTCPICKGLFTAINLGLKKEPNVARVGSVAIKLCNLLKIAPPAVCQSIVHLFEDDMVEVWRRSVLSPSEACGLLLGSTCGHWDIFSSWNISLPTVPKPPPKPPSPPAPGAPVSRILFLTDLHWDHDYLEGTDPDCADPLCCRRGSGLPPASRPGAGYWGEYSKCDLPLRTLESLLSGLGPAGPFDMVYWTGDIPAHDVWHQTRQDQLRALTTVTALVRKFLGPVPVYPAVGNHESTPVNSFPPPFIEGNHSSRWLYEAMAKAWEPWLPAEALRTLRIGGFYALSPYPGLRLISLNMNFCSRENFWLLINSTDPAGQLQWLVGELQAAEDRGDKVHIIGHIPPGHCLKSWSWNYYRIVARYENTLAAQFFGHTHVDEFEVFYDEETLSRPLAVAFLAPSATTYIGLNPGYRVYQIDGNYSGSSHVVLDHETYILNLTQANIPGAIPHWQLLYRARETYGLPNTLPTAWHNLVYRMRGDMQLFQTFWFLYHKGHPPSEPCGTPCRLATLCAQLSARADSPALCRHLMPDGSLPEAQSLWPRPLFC
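Human placenta-derived ASM enzyme was preincubated with compound for 10 minutes at room temperature, then given fluorogenic substrate HMU-PC0 (9 uM final) for 60 minutes at 37 °C; a pH 10 stop preceded fluorescence reading at Ex 386/Em 447 nm.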
B2AR arrestin – agonists driving beta-arrestin recruitment to human beta2-adrenergic receptor. Potency, µM (doses to about 46.1 µM), inactives show at the highest dose activation, hits mostly activators. 330,000 compounds, 0.02% hits. P07550. beta-arrestin recruitment to beta2AR, cell-based reporter;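 also: potency is read from the fitted curve at half-maximal effect; 0% = DMSO controls and full agonism = EC100 isoproterenol or metaproterenol; nearly all actives have a fitted effect of over 65% in size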
Target sequence (P07550 whole entry, looked up): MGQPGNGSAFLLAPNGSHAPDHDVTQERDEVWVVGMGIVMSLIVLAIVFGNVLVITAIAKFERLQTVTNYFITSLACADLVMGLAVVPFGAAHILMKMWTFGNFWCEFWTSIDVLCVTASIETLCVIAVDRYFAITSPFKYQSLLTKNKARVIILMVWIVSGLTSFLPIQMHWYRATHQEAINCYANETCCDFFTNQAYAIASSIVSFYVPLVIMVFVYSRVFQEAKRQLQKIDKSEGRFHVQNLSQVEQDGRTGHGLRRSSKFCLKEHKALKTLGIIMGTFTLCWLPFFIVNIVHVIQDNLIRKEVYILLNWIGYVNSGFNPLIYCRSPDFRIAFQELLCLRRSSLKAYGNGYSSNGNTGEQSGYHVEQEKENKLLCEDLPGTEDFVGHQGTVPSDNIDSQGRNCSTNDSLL
* = called active by the depositor; ? = inconclusive; nt = not tested or not shown; [ ] = another dose, or the depositor's remark. Unless noted, calls follow the shape of the dose curve; as a rule, active = well fitted curve in the direction sought with a large enough effect; inconclusive = small, poorly fitted or top-dose-only effect, or another doubt; inactive = no such curve, though single readings can be large; an effect the other way counts as inactive or inconclusive.

Compound,p53 reactivation,USP2a block,Eya2 phos inh,Integrin act MD,PTAP TSG101 blk,TRPV1 ag,uPA generation,BRCA1 expr act,ELG1 genotox,ASM inhibitor,B2AR arrestin
CN(C(=O)COC(=O)c1ccc(=O)n(Cc2ccccc2)n1)C1CCCCC1,-1%,1%,-7%,9%,-3%,1,-13%,3%,0%,0%,-0.6%
CO/N=C/c1ccc(N2CCN(C(=O)c3cccc(Cl)c3)CC2)c([N+](=O)[O-])c1,-2%,0%,-5%,-6%,-4%,-2,3%,-53%,-7%,-14%,-0.3%
Cc1ccc(-n2nnnc2-c2cnoc2-c2cccc(F)c2)cc1,6%,5%,4%,7%,-4%,7,-6%,-2%,5%,-2%,-0.3%
Cc1ccc(S(=O)(=O)N2CCOCC2)cc1C(=O)OCC(=O)NC1CCCCC1,-2%,0%,-17%,5%,-4%,9,2%,-2%,-4%,2%,1.0%
CC1(C)CC(=O)C2=C(C1)N=C1SCCC(=O)N1C2c1ccc(C(F)(F)F)cc1 (configuration not stated),-1%,-1%,-1%,26%,nt,?,-12%,1%,-4%,3%,-0.2%
N#Cc1nc(-c2ccccc2)oc1N1CCC(C(N)=O)CC1,-1%,-1%,-19%,3%,-7%,12,0%,-18%,0%,2%,-1.0%
CCOc1ccc(NC(=O)CN(C)C(=O)CC2OC(=O)c3ccccc32)cc1OCC (configuration not stated),5%,2%,2%,-14%,1%,0,3%,16%,0%,0%,0.3%
O=C(N[C@@H](Cc1c[nH]c2ccccc12)C(=O)O)c1ccc(Cl)cc1,0%,1%,6%,?,-1%,0,0%,-13%,-4%,-2%,-1.4%
Cc1ccc(CNC(=O)c2cn(C3CCCCC3)c(=O)c3c2c2ccccc2n3C)o1,10%,2%,-13%,9%,-2%,25,-5%,-59%,2%,-8%,6.8%
S=c1nc[nH]c2c1ncn2C1CCCO1 (configuration not stated),-1%,1%,24%,-32%,3%,-6,0%,-14%,0%,-3%,-0.9%
COc1cccc(NC(=O)CCCCCn2nnc3ccccc3c2=O)c1,9%,0%,5%,-26%,-2%,16,2%,1%,0%,-1%,-0.2%
CC(C)Cc1csc(=S)[nH]1,nt,nt,nt,-2%,-7%,nt,2%,-13%,nt,-1%,nt
COc1ccc(S(=O)(=O)N[C@@H](CSCc2ccccc2)C(=O)O)cc1,-5%,3%,-1%,0%,0%,-2,5%,-1%,1%,-1%,-0.2%
O=c1nc(Nc2ccccc2)oc2ccccc12,7%,1%,-1%,19%,-1%,11,0%,0%,?,-3%,-0.7%
Cc1cc(C(=O)C(C)OC(=O)C2=NNC(=O)CC2)c(C)n1-c1ccc(OC(F)F)cc1 (configuration not stated),1%,6%,14%,-14%,-1%,5,4%,-18%,-6%,-1%,-1.0%
CCn1c(CCNC(=O)c2cccs2)nnc1SCC(=O)Nc1nc(-c2ccccc2)cs1,11%,0%,-9%,-6%[7.66 µM],1%,2,-1%,21%,-15%,-12%,-0.4%
O=C1CC(N2CCCCC2)C(=O)N1c1ccccc1 (configuration not stated),1%,-1%,-17%,-14%,0%,0,0%,-15%,1%,0%,-0.1%
COc1cccc(NC(=O)CN(C)C(=O)CCCc2c[nH]c3ccccc23)c1,8%,1%,0%,11%,-8%,1,-7%,-13%,0%,-1%,-0.4%
CCN(CC)Cc1c(C(=O)N2CCc3ccccc3C2)nc2ccc(Cl)cn12,-1%,0%,-11%,0%,0%,22,1%,16%,-6%,-1%,-0.8%
COc1ccc(Nc2nc(NCc3ccco3)nc(N/N=C/c3ccccc3Cl)n2)cc1,5%,-1%,-6%,31%,-1%,25,-2%,65%,0%,-3%,-0.3%
CCOc1ccc(C(=O)NC2CCN(S(=O)(=O)CC)CC2)cc1,3%,1%,2%,1%,-6%,0,0%,5%,-2%,3%,3.1%
O=C(CSc1nc2c(c(=O)n1-c1ccccc1)SCC2)N1CCOCC1,-12%,0%,-7%,-25%,3%,0,9%,20%,0%,6%,0.1%
Cc1onc(-c2c(F)cccc2Cl)c1C(=O)N=C(N)N1CCCC1,-1%,2%,-20%,-21%,-10%,-1,-1%,-9%,0%,-2%,3.4%
Cc1ccc(CNC(=O)C2CC(c3ccccc3[N+](=O)[O-])=NO2)cc1 (configuration not stated),6%,3%,4%,12%,0%,5,?,18%,0%,-3%,-0.1%
CN(C)S(=O)(=O)c1cccc(NC(=O)COc2ccccc2C(=O)NCc2ccccc2)c1,-6%,0%,-6%,14%,0%,17,-2%,-25%,-2%,-5%,-0.2%
CC(C)Oc1ccc(C(CC(=O)O)c2ccc(F)cc2)cc1 (configuration not stated),-4%,-2%,4%,?,0%,-2,1%,-8%,0%,-4%,-1.0%
CCOc1ccc(NC(=O)CSc2ccc(-c3ccco3)nn2)cc1,3%,0%,-7%,?,-1%,0,1%,11%,0%,-7%,0.1%
CCOc1ccccc1NC(=O)CSc1ccc2nnc(-c3cccnc3)n2n1,2%,0%,0%,-5%,1%,-2,-4%,-14%,0%,-2%,0.1%
COc1ccc(NC(=O)CSc2nnc(C)c(=O)n2N)cc1,-6%,-1%,0%,-5%,1%,2,2%,-5%,-1%,2%,-0.7%
CCN(CC)S(=O)(=O)c1cc(OC)c(Cl)cc1OC,4%,2%,7%,-8%,0%,-1,-4%,-4%,0%,0%,-0.1%
CC(=O)c1ccc(OCCCC(=O)NC2CCCc3ccccc32)cc1 (configuration not stated),-11%,5%,-14%,9%,0%,7,-4%,-14%,-1%,-2%,-0.8%
CC(C)(C)c1ccc(NC(=O)CON=C(N)c2ccccc2)cc1,0%,-1%,-20%,52%,-2%,24,-1%,1%,2%,4%,-0.1%
Cc1ccc(S(=O)(=O)Nc2cc3c4c(c2)C(C)C(=O)N4CCC3)cc1 (configuration not stated),-2%,1%,-3%,6%,-8%,-4,4%,-24%,4%,5%,2.6%
Cn1c(SCC(=O)NNC(=O)Nc2ccccc2)nnc1-c1ccccc1,0%,0%,3%,-7%,3%,2,5%,8%,0%,0%,-0.9%
CC(=O)Nc1ccc(S(=O)(=O)NCCC(=O)Nc2cc(C)ccn2)cc1,2%,5%,-9%,12%,1%,-1,6%,-4%,23%,-1%,-0.2%
O=C(c1cccc([N+](=O)[O-])c1)N1CCN(c2ccc(N3CCOCC3)nn2)CC1,9%,1%,13%,8%,-1%,-5,-2%,-1%,0%,3%,-0.1%
CC1=NN(c2cccc(F)c2)C(=O)/C1=C/c1ccc(N(C)C)cc1,3%,0%,7%,22%,2%,0,3%,-9%,-3%,-2%,0.2%
O=C(COC(=O)CNC(=O)c1ccc(Br)cc1)Nc1nnc(-c2ccccc2)o1,-6%,4%,-30%,8%,-1%,-3,-1%,-4%,-2%,-1%,0.1%
CCC(C)[C@H](NC(=O)N1CCCCCC1)C(=O)OC (some centres not stated),-2%,-1%,0%,-3%,-11%,-2,9%,16%,-1%,-1%,0.0%
CC1CCN(S(=O)(=O)N2CCCC(C(=O)NCc3ccc(F)cc3)C2)CC1 (configuration not stated),2%,-1%,-3%,2%,5%,?,0%,0%,-6%,2%,-0.4%
CCOC(=O)NCc1ccc(S(=O)(=O)Nc2ccc(C)cc2)cc1,-14%,-2%,-3%,-14%,-8%,1,3%,-14%,-8%,1%,-0.4%
COc1ccccc1CN(C)C(=O)c1ccc(S(=O)(=O)Nc2c(C)n(C)n(-c3ccccc3)c2=O)cc1,-4%,3%,-12%,5%,-3%,nt,7%,-11%,-4%,5%,-0.6%
